Screening data (PubChem BioAssay)
Growth percent in the NCI-60 one-dose screen (48 h, 10 µM unless noted): 100 = growth as untreated, 0 = no growth, -100 = all killed.
HL-60(TB): HL-60(TB) leukemia cells; 78,000 tested, 9% active; active = growth percent below 10
Starred values were filed as active, the others as inactive; [ ] = another dose, or the depositor's remark. Some of the compounds tested; count on the stated rates, not on these rows.

Structure,HL-60(TB)
O=C1c2cccc3cccc(c23)C(=O)N1C/C=C/c1ccc2c3c(cccc13)C(=O)N(CCO)C2=O,94.2
CC(C)NC(=O)OC(C)C,111.9
O=c1c2cc(F)ccc2sc2c(NCCNc3ccccn3)nc3ccccc3c12,106.5
Cc1cc(Cl)ccc1NS(=O)(=O)c1ccc(-c2cnc(C3CC3)o2)cc1,-36.0*
COc1cc2nnc3c4cccnc4[nH]c3c2cc1OC,-54.3*
COc1cccc(/C=N/NC(=O)c2ccccc2N2CCCC2)c1O,4.6*
O=C(n1ccnc1)C(F)(F)C(F)(F)F,96.1[100 µM]
O=C(O)C1CCC(c2ccccc2)N1 (configuration not stated),100.1
CC(O)CNc1nc(N)[nH]c(=O)c1N=Nc1ccccc1 (configuration not stated),85.9
CS(=O)(=O)Nc1cccc(-c2ccc3ncnc(Nc4ccc(F)c(Cl)c4)c3c2)c1,24.8
Cc1ccc(-c2csc(NC(=O)CSc3nc(-c4ccc(C)cc4)c(C#N)c(=O)[nH]3)n2)cc1,85.2
CCOC(=O)c1c2c(n3cccc(F)c13)C(=O)c1ncccc1C2=O,-25.8*
CCOC(=O)c1ncc(-c2ccc(C(F)(F)F)cc2)c(N2CCC(OCC)(OCC)CC2)n1,90.4
COc1ccc2c(c1)c(-c1noc(-c3cn(C)c4ncc(F)cc34)n1)cn2C,84.6
COc1ccc2cc(NC(C)=O)ccc2c1,103.3
O=[N+]([O-])c1ccc(OCCCOc2ccc(S(=O)(=O)F)cc2)c(Cl)c1,96.9
COc1ccc(/C=C/c2c(C(=O)/C=C/c3ccc(C(F)(F)F)cc3)c(C)nc3ccccc23)cc1,-21.7*
Cc1ccc(Cl)cc1N,106.6
Nc1nc(Nc2ccc(Cl)cc2O)nc(C(Cl)(Cl)Cl)n1,94.2
CC1(C)CC[C@]2(C(=O)NCC#CCN3CCOCC3)CC[C@]3(C)C(=CC[C@@H]4[C@@]5(C)Cc6c([nH]c7ccccc67)C(C)(C)[C@@H]5CC[C@]43C)[C@@H]2C1,62.7

Additional entries follow:
Structure,HL-60(TB)
O=c1oc2ccc(F)cc2c(=O)n1-c1ccc(Br)cc1F,-45.3*
CN1C(=O)C(OCc2ccc(C#N)cc2)Oc2cc(C(=O)O)ccc21 (configuration not stated),102.7
CCSc1nc2c(cnn2Cc2ccccc2)c(=O)n1Cc1ccccc1,99.8
O=C1C=CC(=O)N1c1ccc(N=Nc2ccccc2)cc1,109.6
Cc1ccccc1N1CCN(C(=S)c2ccccc2)CC1,107.7
C#C[C@]1(O)CC[C@H]2[C@@H]3CC=C4c5sc(-c6ccccn6)nc5CC[C@]4(C)[C@H]3CC[C@@]21C,41.4
N#CCN1CCOCC1,100.5
O=C1/C(=C/c2ccccc2[N+](=O)[O-])Oc2ccc(O)c(O)c21,4.4*
c1coc(CNc2cc(Nc3ccc(OCCN4CCCCC4)cc3)ncn2)c1,89.0
O=C1c2ccccc2NC(c2cn(-c3ccccc3)nc2-c2ccc(F)cc2)N1Cc1ccccc1 (configuration not stated),46.0
COc1ccc(-c2cn3c(nc4ccccc43)c(-c3ccccc3)n2)cc1,101.6
COc1cc(/C=N/c2n[nH]c(Nc3ccccc3)n2)cc(OC)c1OC,96.6
Nc1cc(C(=O)O)c(O)c(S(=O)(=O)O)c1,97.6
CC(C)c1ccc(-c2nc3ccccc3s2)cc1,100.3
CC(=O)C1=NN(c2ccccc2)C2C3N(c4ccccc4)N=C(C(C)=O)N3c3[nH]c(-c4ccccc4)cc3N12 (configuration not stated),188.0
O=c1ncn2nc(Sc3ccc(F)cc3F)ccc2c1-c1c(Cl)cccc1Cl,85.5
NCC(O)CSP(=O)(O)O (configuration not stated),101.6
O=C(COc1ccc(-c2nc3ccccc3c(=O)[nH]2)cc1)N/N=C/c1ccccc1,91.4
CCN1C(=O)N(CC)C2C1NN=C1SC3(C(=O)N12)C(c1ccccc1)CN(C)C31C(=O)Nc2ccccc21 (configuration not stated),91.5
Cc1ccc2c(c1)/C(=C/C(=O)c1cc3ccccc3oc1=O)C(=O)N2,53.0

Next part:
Structure,HL-60(TB)
Cc1c(N=NC2C(=O)NN(c3nc(-c4ccccc4)c(C#N)c(=O)n3C)C2=O)c(=O)n(-c2ccccc2)n1C (configuration not stated),101.0
CC1=C(C)C2C(CC(C)C)NC(=O)C23C(=O)CC2C4OC(C)(CCC4O)C2C3C1O (configuration not stated),75.9
CC12CCC(C1)C(C)(C)C2(O)c1ccccc1 (configuration not stated),103.2
CC1(C)N=C(N)N=C(N)N1c1ccc(CC(=O)Nc2cccc(S(=O)(=O)F)c2)cc1,73.3
Cc1[nH]c(C(=O)Nc2ccc(C(=O)N3CCN(c4cc5c(cc4F)c(=O)c(C(=O)O)cn5C4CC4)CC3)cc2OC(C)C)c(Cl)c1Cl,92.7
COc1cc(C(=O)/C=C/C23c4ccccc4C(c4ccccc42)C2C(=O)NC(=O)C23)cc(OC)c1OC (configuration not stated),47.4
CC1(c2ccccc2Cl)NC(=O)NC1=O (configuration not stated),87.8
O=c1[nH]c(-c2cccc3ccccc23)nc2sc3c(c12)CCCCCC3,94.5
O=Cc1cccc([N+](=O)[O-])c1O,83.5
O=C(NNc1ccccc1)c1ccccn1,30.5
O=C1c2c(c3c4cccnc4[nH]c3c3ccc4ccccc4c23)C(=O)N1CCO,97.1
CC(O)C#CC(C)O (configuration not stated),101.7
O=C(/C=C(O)/C=C/c1cccc2[nH]ccc12)/C=C/c1cccc2[nH]ccc12,39.4
COc1ccc(-c2[nH]c3ccccc3c2C=C(C#N)C#N)cc1,-48.9*
CCOC(=O)/C(C#N)=N/Nc1ccc(S(=O)(=O)N=C(N)N)cc1,104.1
COc1cc([N+](=O)[O-])c(S(=O)(=O)O)cc1N,96.8
O=[N+]([O-])c1ccc(NNCNNc2ccc([N+](=O)[O-])cn2)nc1,87.0
O=C(C(=O)N1CCCC1)c1cn(CCCCCn2cc(C(=O)C(=O)N3CCCC3)c3ccccc32)c2ccccc12,108.6
COc1ccc(Oc2ccc(C3=NN(c4nc(-c5ccc(OC)cc5)c(C#N)c(N5CCOCC5)n4)C(c4cc(OC)c(OC)c(OC)c4)C3)cc2)cc1 (configuration not stated),111.2
Cc1c(C)c(CO)c(C)c(C)c1CO,103.8

Next section
Structure,HL-60(TB)
Cc1ccc(SCC(=O)O)c(C)c1,101.4
C[C@]12CC[C@@H]3c4ccc(O)cc4CC[C@H]3[C@@H]1CC[C@@H]2NS(=O)(=O)c1ccc(-c2ccccc2)cc1,35.0
O=C1Nc2cc(-c3ccc(NC(=O)c4ccccc4)cc3)ccc2/C1=C/c1ccc[nH]1,99.2
O=C(Nc1cccc(-n2cc(-c3ccncc3)c(-c3cc(O)cc(Cl)c3)n2)c1)c1cc(C(F)(F)F)cc(C(F)(F)F)c1,21.4
NC(=O)NC(=O)c1ccc(Cl)cc1,95.0
C/C(=C/c1cccs1)C(=O)c1ccccc1,101.0
O=C1NC(=O)C(=Cc2csc3ccccc23)C(=O)N1,91.4
CC(=O)N1N=C(c2ccc(Nc3nc(Nc4ccc(F)cc4)nc(Nc4ccc(Cl)cc4)n3)cc2)CC1c1ccc(Cl)cc1 (configuration not stated),165.8
CCc1nn2c(-c3cc(OC)c(OC)c(OC)c3)c(-c3cc(OC)c(OC)c(OC)c3)nc2s1,59.3
CCOC(=O)N1C(=O)/C(=C\c2ccc(Br)cc2)SC1=Nc1c(C)nn(-c2ccccc2)c1N,100.0
Nc1ccc(C(=O)Nc2ccc(C(=O)Nc3ccc4cc(S(=O)(=O)O)cc(S(=O)(=O)O)c4c3)cc2)cc1,75.9
CC(=O)N(C)c1ccc(Nc2cc(S(=O)(=O)O)c(N)c3c2C(=O)c2ccccc2C3=O)cc1,108.1
Cc1cc(=O)oc2cc(OCCCCOc3ccc(/C=C/C(=O)Nc4ccc(F)c(Cl)c4)cc3)ccc12,97.6
CCCCCCCCCCCCN1CCCC(C)C1 (configuration not stated),55.6
N#C/C=C/c1ccco1,88.4
COc1ccc(-c2cc(=O)c3c(OC)c4ccoc4c(/C=C/C=O)c3o2)cc1,-3.4*
O=CNCNC=O,113.6
Cc1ccccc1SSc1ccncc1,99.1
O=C(/C=C(\C(=O)c1ccccc1)c1ccccc1)c1ccccc1,108.2
c1ccc(-c2nc[nH]c2-c2ccccc2)cc1,163.2

(listing goes on)
Structure,HL-60(TB)
O=C(/C=C/c1ccccc1)N[C@@H](CO)Cc1cnc[nH]1,98.8
CC1CNCCN1c1ccccc1 (configuration not stated),77.5
CC(C)NC(=S)NC(C)C,108.8
Cn1c(=O)c2[nH]cnc2n(C)c1=O,103.2
COc1ccc(/C=N\NC(=O)CN2CCN(c3cc4c(cc3F)c(=O)c(C(=O)N/N=C/c3ccc(OC)c(OC)c3)cn4C3CC3)CC2)cc1OC,1.3*
NC1=NC(c2cccc(Br)c2)c2sc3ccc(Cl)cc3c2N1 (configuration not stated),102.3
CCC1CN1P(=S)(N1CC1CC)N1CC1CC (configuration not stated),116.4
N=c1oc2ccc(Br)cc2cc1C(=O)Nc1cc(-c2ccccc2)nn1-c1ccccc1,93.0
O=C(CCF)c1ccc(O)cc1,99.2
O=c1cc(COc2ccc(N=Cc3ccccn3)cc2)c2cc(Br)ccc2o1,78.9
C[Si](C)(CCl)N[Si](C)(C)CCl,100.5
OCC(O)C(O)C(O)C(/C=N/Nc1ccccc1)=N/Nc1ccccc1 (configuration not stated),98.6
O=C(Oc1cccc2ccccc12)c1ccccc1,104.6
CC1(C)OB(O)c2cc(-c3nc4ccc5[nH]ncc5c4c4c3CCCC4)ccc21,90.7
Fc1ccc(-c2nc3ncccn3c2-c2nc3ccc(Cl)cc3[nH]2)cc1,78.5
NC(N)=N/N=C/c1ccccc1F,82.1
COc1cc(/C=C2/Nc3ccc(Cl)cc3NC2=O)ccc1O,103.9
O=C(NC(=S)Nc1c(Cl)cc(Cl)cc1Cl)c1ccccc1,88.9
C#Cc1ccc(NC(=O)c2ccc(/C=C/C(=O)c3nccn3C)cc2)c(F)c1,7.3*
Cc1ccccc1NC(=O)Cc1csc(N/N=C2\NC(=O)/C(=C/c3cccc([N+](=O)[O-])c3)S2)n1,93.2

In another format: 4 of the compounds above
N=c1oc2ccc(Br)cc2cc1C(=O)Nc1cc(-c2ccccc2)nn1-c1ccccc1
  HL-60(TB) = 93.0

O=C(CCF)c1ccc(O)cc1
  HL-60(TB) = 99.2

O=c1cc(COc2ccc(N=Cc3ccccn3)cc2)c2cc(Br)ccc2o1
  HL-60(TB) = 78.9

C[Si](C)(CCl)N[Si](C)(C)CCl
  HL-60(TB) = 100.5

Taken from above:
C#Cc1ccc(NC(=O)c2ccc(/C=C/C(=O)c3nccn3C)cc2)c(F)c1 @ HL-60(TB): 7.3*
O=C(CCF)c1ccc(O)cc1 @ HL-60(TB): 99.2
COc1cc(/C=C2/Nc3ccc(Cl)cc3NC2=O)ccc1O @ HL-60(TB): 103.9

Continuation.
Structure,HL-60(TB)
O=S(=O)(OCCCCCCCOS(=O)(=O)c1ccc(F)cc1)c1ccc(F)cc1,98.6
CCOC(=O)C1=C(C)N=c2s/c(=C\c3cc(Cl)ccc3O)c(=O)n2C1c1ccc(OC)cc1 (configuration not stated),98.0
O=C(c1sc(-c2cccc(C(F)(F)F)c2)cc1O)N1CCOCC1,96.2
COc1ccc(Cc2nn(CC(=O)N/N=C/c3ccc(F)cc3)c(=O)c3c(C)noc23)cc1,78.2
COC(=O)c1c(C)cccc1C(=O)c1c(C)cc(C)cc1C,79.4
O=C(c1ccccc1)n1cc(-c2nc3ccccc3[nH]2)c2cccnc21,114.3
COc1cc(/C=N/Nc2c(F)c(F)c(F)c(F)c2F)cc(OC)c1OC,93.8
CC(=O)O[C@H]1C[C@@]2(C)[C@@H](CC(=O)[C@H]3[C@@]4(C)CC[C@H](NCc5ccccc5)[C@@H](C)[C@@H]4CC[C@@]32C)/C1=C(\CCC=C(C)C)C(=O)O,101.1
Cc1c2ccccc2nc(CSc2ccccc2N)[n+]1[O-],113.6
CCOC(=O)c1c(NCc2ccccc2)sc2cc(O)ccc12,46.9
COc1ccc(CO)cc1O,99.6
CCOc1ccc(N=Cc2ccc([N+](=O)[O-])cc2)c(O)c1,70.3
N#Cc1c(-c2ccc(Cl)cc2Cl)nc(SCC(=O)c2ccc(Br)cc2)[nH]c1=O,75.3
CC(=O)N(Cc1ccccc1)c1nccs1,106.2
CC1(C)CC[C@]2(COCCC#N)CC[C@]3(C)C(=CC[C@@H]4[C@@]5(C)Cc6c([nH]c7ccccc67)C(C)(C)[C@@H]5CC[C@]43C)[C@@H]2C1,86.3
COC(=O)NC1(C(=O)O)CCCC1,95.0
C/C=C1\CN2CCC1CC2C(O)c1ccnc2ccc(O)cc12 (configuration not stated),96.9
CC(C)(CNC1CCCCC1)OC(=O)c1ccccc1,95.3
Cc1ccc(NS(=O)(=O)c2ccc3c(c2)C2OCCC2C(c2ccc(C(=O)C(C)C)cc2)N3)cc1C (configuration not stated),20.4
COc1cc(/C=C/c2cc(/C=C/c3cc(OC)c(OC)c(OC)c3)n(-c3ccc(OC(F)(F)F)cc3)n2)cc(OC)c1OC,88.3
O=C(N=Nc1c(O)[nH]c2ccccc12)C(=O)N=Nc1c(O)[nH]c2ccccc12,101.0
C/C(=C\C(=N\N=C(N)N)c1ccc(Cl)cc1)c1ccc(Cl)cc1,-68.0*
